RTF Ca sens inh: cardiac RTF calcium sensitivity inhibitors, primary screen, biochemical, IANBD-TnC fluorescence, EC70 calcium | Troponin I, cardiac muscle (Homo sapiens) + Troponin T, cardiac muscle (Homo sapiens) + … | IANBD-labeled cardiac RTF, Ca2+ fluorescence | inhibition, % at 7.15 µM | 0.12% of 340,000 active;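 active means inhibition above the mean inhibition of all tested compounds plus 3 SD, cut at about 17% in these data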;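 further: assay run at fixed EC70 calcium of 1.6 mM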
Keap1-Nrf2 PPI: Keap1-Nrf2 protein-protein interaction inhibitors, primary screen, biochemical, fluorescence polarization, single point | inhibition, % at 9.4 µM | Kelch-like ECH-associated protein 1 (Homo sapiens), Q14145 | 0.15% of 340,000 active | AID 504523, 2011 | Keap1 Kelch-Nrf2 peptide fluorescence polarization, 1536-well; in the data active means inhibition above about 12%;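 further: human Keap1 Kelch domain with fluorescein labeled Nrf2 9mer peptide probe; 0% = neutral control wells and 100% = peptide positive control; higher means more block of Keap1 binding to Nrf2 peptide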
Arrestin-AP2 inh: inhibitors of beta-arrestin/AP2 binding, primary screen, biochemical, GPCR trafficking, flow cytometry. AID 504490, 2011. FITC-arrestin peptide / GST-AP2 beads; AP2 beta2 appendage carries R879A mutation. 0.31% of 340,000 active. inhibition, % at 10 µM;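 active means inhibition above a set limit, near 3 SD of compounds lacking own fluorescence, cut at about 54% in these data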;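 further: plate controls were DMSO wells for no effect and 5 µM unlabelled arrestin peptide for full effect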
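test system = AP2 appendage R879A on GSH beads | buffer or medium = PBS plus Tween 20 (0.05%) and BSA (0.1%) | incubation = 12 min plus 1 h, RT | detection = bead flow cytometry, FITC channel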
NSD2 inh: NSD2 histone methyltransferase inhibitors, primary screen, biochemical, AlphaScreen, single concentration, set 2; Histone-lysine N-methyltransferase NSD2 (Homo sapiens), O96028; NSD2 peptide methylation, 120 min; inhibition, % at 12.5 µM; 0.54% of 310,000 active; in the data active means inhibition above about 50%
SR-BI uptake up: activators of SR-BI mediated DiI-HDL uptake, primary screen, ldlA[mSR-BI] CHO cells, DiI fluorescence; 3 h; 100 = double the neutral-control signal; activation, % at 12.5 µM; AID 504775, 2011; 0.096% of 320,000 active;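 active means mean replicate activation of at least 60% and every replicate at or above 60%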;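 further: 0% = median plate neutral-control signal and 100% = twice that signal; values of inactives mirror those of a sister screen read the other way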
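material = CHO ldlA[mSR-BI] cells | medium = Ham's F12 with 0.5% BSA, HEPES 25 mM, pH 7.4 | reagent = fluorescent DiI-HDL, 10 µg/mL final | compound dosing = single-point compound dose | incubation = 3 h, 37 °C | measured by = bottom-read fluorescence, 550/595 nm | measure = HDL uptake via cellular fluorescence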
LANA DNA inh: inhibitors of KSHV C-LANA binding to DNA, primary screen, biochemical, fluorescence polarization, FAM-LBS DNA, MBP-C-LANA, single point; inhibition, % at 9 µM; 0.078% of 340,000 active; AID 504423, 2011; Kaposi's sarcoma herpesvirus LANA C-terminal domain (residues 932-1162) DNA binding;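 active means highest replicate inhibition at or above 60% at 9 µM, even if other replicates fall short; inactive means all replicates below 60% inhibition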;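 further: 0% = neutral control wells and 100% = 4 µM acridine orange control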
PKA-R2B activ: activators of PKA-R2B holoenzyme, primary screen, biochemical, fluorescence polarization, Cy5-IP20, human; PKA-R2B holoenzyme dissociation; R2B truncated from residue 108, S112A mutant; 0% DMSO only, 100% 113 µM cGMP; activation, % at 11.4 µM; 0.079% of 340,000 active; AID 504700, 2011;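 active means activation above a cutoff set at the mean over all compounds plus 3 SD, cut at about 18% in these data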;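 further: higher means more holoenzyme dissociation and a rise in polarization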
Target sequence (P31323 whole entry, looked up, other chains not shown, the tested form may be a part): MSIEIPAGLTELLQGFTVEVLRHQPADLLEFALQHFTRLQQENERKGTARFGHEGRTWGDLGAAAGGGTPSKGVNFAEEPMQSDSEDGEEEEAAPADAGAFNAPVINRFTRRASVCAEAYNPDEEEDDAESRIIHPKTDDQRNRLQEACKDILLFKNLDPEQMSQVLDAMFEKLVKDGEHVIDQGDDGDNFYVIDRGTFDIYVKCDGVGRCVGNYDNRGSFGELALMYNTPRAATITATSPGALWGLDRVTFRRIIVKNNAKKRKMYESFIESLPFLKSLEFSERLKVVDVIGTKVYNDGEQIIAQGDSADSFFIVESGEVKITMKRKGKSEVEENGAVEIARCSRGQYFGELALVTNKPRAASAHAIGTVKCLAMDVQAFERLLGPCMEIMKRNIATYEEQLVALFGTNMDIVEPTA
PvdQ inh: P. aeruginosa PvdQ acylase inhibitors, primary screen, biochemical, fluorescence, plate reader and imaging, single point; PvdQ acylase [Pseudomonas aeruginosa LESB58]; purified PvdQ acylase; inhibition, % at 10 µM; 0.063% of 340,000 active; AID 488965, 2010; in the data active means inhibition above about 30%, passing the limit was not always enough;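 further: 0% = vehicle neutral wells and 100% = reference inhibitor wells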
DAGLB inhibitor: DAGLB lipase inhibitors, primary screen, biochemical, fluorescence, HTS; AID 504411, 2011; inhibition, % at 5.17 µM; 0.059% of 340,000 active; Diacylglycerol lipase-beta (Homo sapiens), Q8NCG7; HEK293T DAGLB membrane lysate, EnzChek fluorogenic substrate; in the data active means inhibition above about 34%;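 further: 0% = enzyme with vehicle and 100% = wells lacking enzyme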
SR-BI HDL uptake: inhibitors of SR-BI mediated HDL lipid uptake, primary screen, ldlA[mSR-BI] cells, fluorescence, single point; Scavenger receptor class B member 1 (Mus musculus), Q61009; ldlA[mSR-BI] CHO cells, DiI-HDL uptake fluorescence, 3 h; inhibition, % at 12.5 µM; 0.96% of 320,000 active; AID 488896, 2010;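 active means mean replicate inhibition of at least 70% and a set share of replicates each scoring 70 or more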;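 further: 0% = median of neutral control wells and 100% = median of positive control wells; values of inactives mirror those of a sister screen read the other way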
Target sequence (Q61009 whole entry, looked up): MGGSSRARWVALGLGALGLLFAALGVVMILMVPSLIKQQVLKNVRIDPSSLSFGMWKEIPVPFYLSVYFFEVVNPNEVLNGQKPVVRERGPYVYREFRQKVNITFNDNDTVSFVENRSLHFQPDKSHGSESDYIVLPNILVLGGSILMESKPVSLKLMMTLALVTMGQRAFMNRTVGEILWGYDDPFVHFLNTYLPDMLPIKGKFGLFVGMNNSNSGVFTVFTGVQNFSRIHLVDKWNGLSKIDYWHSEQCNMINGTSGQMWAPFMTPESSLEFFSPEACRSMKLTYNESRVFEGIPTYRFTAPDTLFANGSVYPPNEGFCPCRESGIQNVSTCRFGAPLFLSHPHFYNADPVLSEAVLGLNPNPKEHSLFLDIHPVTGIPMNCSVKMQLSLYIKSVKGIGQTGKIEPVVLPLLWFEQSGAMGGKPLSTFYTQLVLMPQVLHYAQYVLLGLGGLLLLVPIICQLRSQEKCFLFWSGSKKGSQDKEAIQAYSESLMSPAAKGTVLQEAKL
Starred values were filed as active, the others as inactive; . = not tested or not shown.

SMILES	RTF Ca sens inh	Keap1-Nrf2 PPI	Arrestin-AP2 inh	NSD2 inh	SR-BI uptake up	LANA DNA inh	PKA-R2B activ	PvdQ inh	DAGLB inhibitor	SR-BI HDL uptake
O=C(CCCc1nc2ccccc2s1)N1CCN(S(=O)(=O)c2cccs2)CC1	-9.0	-6.1	-7.4	-0.4	-23.3	-1.2	-3.9	-7.1	0.1	23.3
NC(=O)c1cc2nc(-c3ccco3)cc(C(F)(F)F)n2n1	5.7	0.7	12.5	-0.3	22.3	0.5	-5.5	5.3	1.6	-22.4
O=C(Nc1ncnc2c1ncn2C1OC(COC(=O)c2ccccc2)C(F)C1O)c1ccccc1 (stereo not drawn)	1.4	2.0	-6.5	-0.9	5.9	0.5	6.6	6.9	-0.8	-5.9
Cc1cccc(C)c1NC(=O)C1(NC(=O)Cn2cccc([N+](=O)[O-])c2=O)CCCCC1	8.8	-5.4	3.9	-2.0	-2.6	0.6	-12.5	14.4	0.4	2.6
CCO[C@H]1OC(C(=O)Nc2ccccc2)=C[C@@H](c2ccc(Br)cc2)[C@@H]1CCCO	-8.4	-1.9	-3.9	.	.	0.4	-14.3	-11.1	-5.9	.
CCOC(=O)c1c(C)[nH]c(C(=O)COC(=O)C2CC(=O)N(Cc3ccccc3)C2)c1C (stereo not drawn)	-11.8	-0.5	15.5	-0.8	-19.7	0.4	7.1	-7.2	-1.5	19.7
COc1cccc(/C=C/C(=C2/C(=O)N(c3ccccc3)N=C2C)c2ccc(C)cc2)c1OC	-6.7	3.1	0.8	5.6	-7.6	-2.1	0.0	-10.7	3.8	7.6
CCN1CCN(S(=O)(=O)c2ccc(OC)cc2)CC1	-3.5	4.4	42.2	1.6	14.6	1.2	5.6	3.7	-3.1	-14.6
NC(=O)C(=O)N/N=C/c1c(F)c(F)c(F)c(F)c1F	2.4	0.3	-13.9	-4.1	17.3	-2.1	-7.9	-2.1	-2.3	-17.2
Cc1ccc(C(=O)NNC(=O)c2cc(C)nc3ccccc23)cc1	-3.5	1.0	-2.8	0.6	0.1	-2.0	0.5	-8.6	-2.0	-0.1
Cc1ccc(-c2c(C#N)c(N)nc3c2CCCC3)o1	-1.4	-0.4	24.6	2.2	24.9	0.3	1.7	-2.4	-1.9	-24.9
Nc1cccc(-c2cn3cccnc3n2)c1	-11.8	-3.1	12.4	-4.9	12.4	10.3	-2.9	-6.1	-2.3	-12.4
CCCc1cc(CNC(=O)C2CCC(=O)N(Cc3ccccc3OC)C2)on1 (stereo not drawn)	5.6	-1.1	-3.6	-1.2	-4.1	-1.9	6.6	-6.3	-1.6	4.1
O=C(CSc1nnc(Cc2cc(=O)[nH]c(=O)[nH]2)n1-c1ccccc1)NCC1CCCO1 (stereo not drawn)	-1.9	-5.9	12.1	0.3	34.1	3.7	-3.4	-14.3	0.6	-34.1
COc1ccccc1C(c1nnnn1C(C)C)N1CCN(C(=O)c2ccco2)CC1 (stereo not drawn)	10.9	2.6	32.3	1.0	.	1.1	7.7	-1.6	-0.4	.

Part of the list above, with values under each structure:
Value order – RTF Ca sens inh, Keap1-Nrf2 PPI, Arrestin-AP2 inh, NSD2 inh, SR-BI uptake up, LANA DNA inh, PKA-R2B activ, PvdQ inh, DAGLB inhibitor, SR-BI HDL uptake
Cc1ccc(C(=O)NNC(=O)c2cc(C)nc3ccccc23)cc1
→ -3.5, 1.0, -2.8, 0.6, 0.1, -2.0, 0.5, -8.6, -2.0, -0.1
Cc1ccc(-c2c(C#N)c(N)nc3c2CCCC3)o1
→ -1.4, -0.4, 24.6, 2.2, 24.9, 0.3, 1.7, -2.4, -1.9, -24.9

Later entries:
SMILES	RTF Ca sens inh	Keap1-Nrf2 PPI	Arrestin-AP2 inh	NSD2 inh	SR-BI uptake up	LANA DNA inh	PKA-R2B activ	PvdQ inh	DAGLB inhibitor	SR-BI HDL uptake
CN1C(=O)N(CC(=O)Nc2cccc(S(=O)(=O)N(C)c3ccccc3)c2)C(=O)C12CCCCC2	2.0	-4.4	30.3	7.5	12.6	-1.3	-22.6	4.2	-2.5	-12.6
CN(C)CCCNC(=O)C[C@H]1C[C@H](C(=O)N2CCCCC2)[C@@]2(CCc3ccccc3)c3[nH]c4ccc(Cl)cc4c3CCN2C1=O	-1.6	-1.4	-2.3	.	10.0	-0.4	-6.4	6.6	0.3	-10.0
COc1ccc(-n2nc(C(=O)NCC(=O)N3CCN(c4ccccc4OC)CC3)c3ccccc3c2=O)c(OC)c1	-16.9	1.6	23.7	-3.3	.	0.3	7.0	-1.2	-0.9	.
COc1cccc(NC(=S)NN2C(C)CCCC2C)c1 (stereo not drawn)	-22.4	2.5	-9.9	0.9	17.1	0.6	5.9	-9.5	-1.3	-17.1
COc1ccccc1-n1nnnc1SCC(=O)Nc1cc(C)on1	-2.1	4.9	14.2	-0.9	12.3	-2.7	9.2	0.4	-1.0	-12.3
FC(F)(F)c1ccc(Oc2ccc3cc(Br)ccc3c2)nc1	8.2	6.5	43.6	0.6	7.2	0.5	4.0	4.7	-25.3	-7.2
C/C=C/C(=O)OCc1csc(CC(=O)Nc2ccccc2C)n1	-5.0	2.2	33.9	-0.2	3.8	-1.4	8.8	-2.0	0.8	-3.8
O=C(NCc1cccnc1)c1ccc(NC(=O)c2ccc(Br)cc2)cc1	11.1	-5.4	3.9	-3.0	-22.6	-1.4	3.8	7.8	-1.7	22.6
O=C(Nc1cc(SCCO)cc([N+](=O)[O-])c1)c1ccc(Br)o1	4.0	-2.1	5.3	-2.1	.	-2.5	-4.9	-6.2	-1.0	.
OCc1ccccc1CNCc1ccccc1	12.7	-2.1	1.1	-3.1	-3.6	-0.2	10.5	0.3	0.6	3.6
Cc1cc(C)nc(N(C#N)C(C)C(=O)N(C)C)n1 (stereo not drawn)	-6.8	1.5	34.8	-1.1	5.2	-0.8	-13.2	-8.4	1.8	-5.2
Cc1nn(CCc2n[nH]c(=S)n2-c2ccc(F)c(Cl)c2)c(C)c1[N+](=O)[O-]	-8.6	1.3	.	2.1	-22.2	7.4	4.3	4.7	1.4	22.1
COCCNCc1ccc(Cl)cc1Cl	0.4	-2.0	-5.4	-0.2	28.6	0.7	-13.2	-15.9	1.2	-28.6
COCCNC(=O)c1cc(-c2ccccc2)nn1CC1CC(c2cccnc2)=NO1 (stereo not drawn)	0.9	-6.5	0.5	.	10.9	0.5	-14.6	-15.8	1.5	-10.9
CCCCC(=O)Nc1cccc2c1C(=O)N(c1ccccc1)C2=O	-14.1	-1.1	14.8	-0.3	-42.1	1.0	-4.5	-8.0	-17.1	42.1
Cc1ccc(S(C)(=O)=NS(=O)(=O)c2cccc3nsnc23)cc1 (stereo not drawn)	3.4	-0.9	-18.7	-0.9	7.4	0.8	5.9	-5.5	-1.3	-7.4
CC1Cc2ccccc2N1C(=O)CSc1nccc(=O)[nH]1 (stereo not drawn)	-5.0	-8.7	2.0	-1.9	-14.7	-0.1	-11.6	-4.3	2.1	14.7
CC(=O)NC(CC(=O)NCCCn1ccc2ccccc21)c1ccccc1 (stereo not drawn)	10.4	-3.2	0.4	.	17.0	0.3	5.4	-10.4	0.4	-17.0
O=S(=O)(CCN1CCCCC1)Oc1ccc(Cl)cc1Cl	-3.8	1.8	-11.1	-3.3	13.5	-1.9	-8.2	-5.9	4.2	-13.5
Clc1ccc2nc(COc3ccccc3)[nH]c2c1	8.4	-2.6	43.6	-4.4	-4.2	1.1	4.3	-1.5	-5.7	4.2
CSc1ncc(Cl)c(C(=O)Nc2ccccc2C)n1	-7.3	-5.4	-0.6	5.0	-9.1	2.5	-8.3	-12.5	-6.7	9.1
COCCN(CC1CCCN(C2Cc3ccccc3C2)C1)C(=O)CCC(C)=O (stereo not drawn)	-6.6	-3.0	-9.4	4.1	15.1	1.0	-5.0	-17.6	-1.1	-15.1
CC(/C=N/NC(=O)Cc1cccs1)=C\c1ccco1	-0.4	-2.6	1.7	6.7	1.6	0.6	7.8	-3.9	1.2	-1.6
CSc1cccc(NC(=O)CCCOc2ccccc2)c1	-5.2	1.1	-12.7	0.7	-5.6	-0.3	-8.0	-6.6	-6.6	5.6
COc1ccc(NS(=O)(=O)c2ccc(/C=C/C(=O)O)cc2)cc1S(=O)(=O)N1CCOCC1	-8.6	-2.5	-4.1	2.4	-13.2	-0.5	-0.3	-7.5	1.2	13.2
CC(=O)c1ccc(N(C(=O)CNC(=O)c2ccco2)C(C(=O)NC2CCCC2)c2ccncc2)cc1 (stereo not drawn)	-4.8	2.6	-4.6	1.5	0.9	0.4	2.6	-12.8	-0.5	-0.9
COc1cc(OC)cc(C(=O)NCc2ccc3c(c2)cc(C)n3C)c1	-21.8	0.9	-5.6	2.0	-6.5	0.2	0.6	-14.0	-0.2	6.5
C/C=C(\C)C(=O)OC(C)(C)[C@H]1Cc2cc3ccc(=O)oc3cc2O1	-9.9	-0.5	3.5	3.2	-9.5	-2.3	-1.9	-9.7	-5.1	9.5
Cc1cccc(C(OC(=O)c2ccco2)C(=O)NCc2ccccc2)n1 (stereo not drawn)	-1.8	-3.9	-18.3	1.4	6.0	-0.2	2.5	-11.1	1.6	-6.0
COc1ccc(CCNC(=O)CCCCCN2C(=O)[C@@H]3Cc4ccccc4CN3C2=O)cc1OC	-3.5	-0.7	-1.6	.	-28.4	0.9	3.6	-7.3	1.8	28.4
C=C1CCN([C@@H](CC(C)C)C(=O)N2CCCC2)S(=O)(=O)c2ccccc21	-2.1	-6.2	7.0	.	-1.2	1.4	-0.3	-8.9	-1.8	1.2
Cc1cc(C)c([N+](=O)[O-])cc1NC(=O)CCS(=O)(=O)c1ccccc1	5.9	-0.2	7.6	-1.6	-17.5	-0.8	-6.8	0.2	-0.6	17.5
O=C(NCCc1ccccc1)c1c(F)cccc1F	-4.8	0.7	-6.6	1.7	18.3	1.2	3.3	-12.9	0.5	-18.3
COc1ccc(OC)c(Cc2nnc(CCC(=O)NC(C3CC3)C3CC3)o2)c1	3.5	1.3	12.7	-3.7	12.8	-0.9	-7.9	9.8	-1.0	-12.8
CCN(C(=O)COC(=O)c1ccc(C)c(S(=O)(=O)N2CCOCC2)c1)C1CCS(=O)(=O)C1 (stereo not drawn)	3.3	-3.7	-8.4	-1.5	16.2	-0.9	4.1	-15.7	1.1	-16.2

Rows were taken by chance. About 2.1% of those tested had a hit in this group.
